# BRCA1 expr up – qHTS Assay to Identify Small Molecule Activators of BRCA1 Expression; Potency, µM (titrated, usually from 46.1 µM), for inactives: at the top dose activation, actives largely listed as activators; MCF7-BRCA1-FFLuc reporter, luminescence, 48 h; response scale: scaled: vehicle 0%, 10 µM genistein 100%; hit rate 1.1% among 380,000; note: nearly all actives have a fitted effect of over 80% in size; some results filed as inactive show a strong effect at the top dose
#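 Activators of BRCA1 expression were detected as increased firefly luciferase luminescence in engineered MCF7 cells after 48 h compound incubation. Signals were scaled to genistein 10 microM as full activation.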
# VP16 counter – VP16 counterscreen qHTS for inhibitors of ROR gamma transcriptional activity | Drosophila S2 Gal4-VP16 UAS-luciferase, luminescence, 20 h | Potency, µM (series often up to 53.6 µM), for inactives: at the highest dose activity, negative = inhibition, hits mostly inhibitors | hit rate 3.5% among 310,000 | AID 2546, 2010;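 note: Gal4-VP16 expression switched on by copper sulfate through the metallothionein promoter; % is set by controls: 0 for no effect and ±100 for the full control effect; nearly all actives have a fitted effect of over 50% in size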
# ELG1 genotoxic – qHTS screen for small molecules that induce genotoxicity in human embryonic kidney (HEK293T) cells expressing luciferase-tagged ELG1 | HEK293T ELG1-luciferase reporter, luminescence, 16 h | Potency, µM (top dose mostly 46 µM), without a hit: top-dose activity change, positive = activation, most hits filed as activators | hit rate 1.3% among 330,000 | AID 504466, 2011; note: % of control where 0% means no effect; nearly all actives have a fitted effect of over 60% in size
#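 Step 1: seed 2,000 HEK293T ELG1-luciferase cells per well. Step 2: add compound or DMSO, incubate 16 hr at 37 °C. Step 3: ONE-Glo, 30 min at room temperature, read luminescence.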
# RORgamma inh – qHTS for inhibitors of ROR gamma transcriptional activity | Nuclear receptor ROR-gamma (Mus musculus), P51450 | Drosophila S2 Gal4-RORgamma UAS-luciferase reporter, 20 h | Potency, µM (highest dose often 53.6 µM), inactives show at the highest dose activity change, negative = inhibition, actives largely listed as inhibitors | hit rate 5.4% among 310,000; note: % is set by controls: 0 for no effect and ±100 for the full control effect; nearly all actives have a fitted effect of over 60% in size
# Target sequence (P51450 whole entry, looked up, the tested form may be a part): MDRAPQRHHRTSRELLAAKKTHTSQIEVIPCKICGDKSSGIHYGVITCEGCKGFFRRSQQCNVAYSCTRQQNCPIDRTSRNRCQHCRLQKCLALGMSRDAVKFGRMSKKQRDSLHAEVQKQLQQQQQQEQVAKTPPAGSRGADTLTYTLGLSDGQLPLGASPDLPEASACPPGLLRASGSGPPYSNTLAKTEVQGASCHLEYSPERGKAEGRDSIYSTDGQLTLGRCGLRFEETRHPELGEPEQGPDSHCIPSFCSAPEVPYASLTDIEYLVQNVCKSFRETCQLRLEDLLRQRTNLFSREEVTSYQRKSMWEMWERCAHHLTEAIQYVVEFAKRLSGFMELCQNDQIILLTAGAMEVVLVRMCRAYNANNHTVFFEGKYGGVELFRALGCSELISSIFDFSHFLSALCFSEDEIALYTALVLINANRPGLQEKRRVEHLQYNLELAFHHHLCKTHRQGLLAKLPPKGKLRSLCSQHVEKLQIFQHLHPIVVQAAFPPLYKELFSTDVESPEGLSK
#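 Schneider cells (Drosophila), stable Gal4 DBD–ROR gamma + UAS-luc; 1 hr cmpd preincubation; Cu2+ induction 700 uM final; 20 hr ambient; luminescence.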
# NPC1 promoter act – qHTS Assay for NPC1 Promoter Activators; Huh7 NPC1 promoter luciferase reporter, 24 h; Potency, µM (highest dose often 9.22 µM), without a hit: at the highest dose activation, usual class: activators; hit rate 2.4% among 320,000;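 note: % of control where 0% means no effect; nearly all actives have a fitted effect of over 60% in size; reporter is driven by a mutant NPC1 promoter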
#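 Stably transfected Huh7 (NPC1 promoter→luciferase), 1500 cells/well in Opti-MEM + 10% FBS, 2 h settle, then compound 24 h at 37 °C. Luminescence after 10 min with Amplite reagent.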
# MBNL1-CUG inh – qHTS Assay for Inhibitors of MBNL1-poly(CUG) RNA binding. Muscleblind-like protein 1 (Homo sapiens), Q9NR56. TR-FRET MBNL1-His/biotin-(CUG)12 binding, 665/545 ratio. Potency, µM (series often up to 57.5 µM), for the others: at the top dose activity change, negative = inhibition, hits mostly inhibitors. hit rate 0.036% among 280,000. AID 2675, 2010; active = well fitted inhibition curve with a large enough effect in the signal ratio, with a control signal flat, not every such curve was filed as active; inconclusive = small, poorly fitted or top-dose-only effect, or effect the other way, or a change in a side signal; inactive = no such curve, though single readings can be large or run the other way; the % refers to the signal ratio; note: % is set by controls: 0 for no effect and ±100 for the full control effect
# Target sequence (Q9NR56 whole entry, looked up): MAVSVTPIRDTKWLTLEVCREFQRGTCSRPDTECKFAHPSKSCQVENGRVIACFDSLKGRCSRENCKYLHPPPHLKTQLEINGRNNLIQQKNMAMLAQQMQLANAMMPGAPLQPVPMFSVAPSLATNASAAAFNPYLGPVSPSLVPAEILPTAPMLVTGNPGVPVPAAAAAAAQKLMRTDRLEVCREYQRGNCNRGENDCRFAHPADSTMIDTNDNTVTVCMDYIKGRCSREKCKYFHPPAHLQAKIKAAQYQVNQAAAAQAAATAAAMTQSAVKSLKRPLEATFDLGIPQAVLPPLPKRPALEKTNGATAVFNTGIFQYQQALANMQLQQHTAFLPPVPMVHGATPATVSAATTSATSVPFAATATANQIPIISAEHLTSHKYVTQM
#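 TR-FRET between His-tagged MBNL1 and biotin-(CUG)12 RNA, detected with Tb anti-His antibody (0.055 ng/ul) and streptavidin-XL665 (5 nM), 60 min at room temperature. Compounds titrated 92 nM to 58 uM; 665/545 nm ratio normalized to buffer and complex controls.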
# uPA surface inh – qHTS for Inhibitors of Cell Surface uPA Generation. cell surface uPA generation assay, qHTS. Potency, µM (series often up to 38.3 µM), for inactives: top-dose activity change, negative = inhibition, most hits filed as inhibitors. hit rate 0.31% among 330,000. AID 540303, 2011; active = well fitted inhibition curve with a large enough effect; inconclusive = small, poorly fitted or top-dose-only effect; inactive = no such curve, though single readings can be large or run the other way; tested in mouse RAW 264.7 cells; note: % is set by controls: 0 for no effect and ±100 for the full control effect; nearly all actives have a fitted effect of over 55% in size
# p53 reactivation – qHTS assay for re-activators of p53 using a Luc reporter; Potency, µM (highest dose often 92.2 µM), inactives show at the top dose activity change, positive = activation, most hits filed as activators; H1299 p53-A138V BP100-luciferase reporter, luminescence, 24 h; hit rate 0.063% among 320,000; note: % of control where 0% means no effect; nearly all actives have a fitted effect of over 45% in size
#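 p53-null H1299 cells stably carrying temperature-sensitive p53-A138V and a BP100-luciferase reporter were pinned with compounds (4-point, 1:5 series) and held 24 hrs at 37 deg C. Luminescence was read 10 min after detection reagent.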
# Rab9 prom act – qHTS Assay for Rab9 Promoter Activators; Huh7 Rab9 promoter-luciferase reporter, luminescence, 24 h; hit rate 2.8% among 320,000; Potency, µM (highest dose often 9.22 µM), inactives show at the top dose activation, negative = inhibition, usual class: activators; note: % of control where 0% means no effect; nearly all actives have a fitted effect of over 60% in size
#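 Using Huh7 cells stably transfected with Rab9 promoter–luciferase, compounds were incubated 24 h at 37 °C, 5% CO2; luciferase luminescence was read 10 min after reagent addition.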
# FLuc counter – qHTS profiling assay for firefly luciferase inhibitor/activator using purifed enzyme and Km concentrations of substrates (counterscreen for miR-21 project). Luciferin 4-monooxygenase (Photinus pyralis), P08659. purified FLuc, Km substrates, luminescence inhibition. Potency, µM (highest dose often 57.5 µM), without a hit: at the top dose activity change, negative = inhibition, most hits filed as inhibitors. hit rate 6.9% among 360,000;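 note: plate controls were vehicle for no effect and reference inhibitor for full effect; nearly all actives have a fitted effect of over 55% in size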
#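 Purified P. pyralis luciferase (10nM final) with 10uM D-luciferin and 10uM ATP (Km levels) in 50mM Tris acetate pH 7.5, 10mM Mg acetate, 0.01% Tween-20, 0.05% BSA; qHTS 6-point titration, ~60 µM downward; luminescence read.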
# Starred values were filed as active, the others as inactive; ? = inconclusive; . = no result given; & = joins results of further samples; [ ] = dose if it differs, or a comment. Unless noted, calls come from the whole dose curve; as a rule, active = well fitted curve in the direction sought with a large enough effect; inconclusive = small, poorly fitted or top-dose-only effect, or another doubt; inactive = no such curve, though single readings can be large; an effect the other way counts as inactive or inconclusive. Potency is the fitted concentration of half-maximal effect.
# Every second line gives: VP16 counter	NPC1 promoter act	RORgamma inh	FLuc counter	ELG1 genotoxic	p53 reactivation	Rab9 prom act	BRCA1 expr up	uPA surface inh	MBNL1-CUG inh
- Cc1ccc(S(=O)(=O)NC2(C(F)(F)F)NC(=O)N(c3ccc(F)cc3)C2=O)cc1 (stereo not given)
  6%	-2%	2%	3%&-9%	0%	5%	-3%	-3%&3%	-2%	-11%
- CCN(CC(=O)NCc1ccc(Cl)cc1)Cc1cc(=O)n2ccsc2n1
  -5%[10 µM]	-2%	15%	-1%	37%	-2%	-7%	-11%	-1%	-2%
- Nc1cc(=O)[nH]c(SCC(=O)N2CCC(Cc3ccccc3)CC2)n1
  .	-1%	.	.	-6%	-9%	-1%	-31%	15%	.
- N#C/C(=C(/O)c1ccc(C(=O)c2ccccc2)cc1)c1nc2ccccc2[nH]1
  14%	0%	5%	3%	2%	-1%	0%	0%	1%	.
- COc1ccc(CNC(=O)[C@@H](NC(=O)C2CCN(C(=O)[C@@H](N)Cc3ccccc3)CC2)C(C)C)cc1
  2%	0%	-26%	12%	0%	.	-5%	1%	6%	0%
- Cc1cc(C)cc(NC(=S)/N=C(\N)Nc2nc(C)c3ccccc3n2)c1
  3.2µM*	-8%	2µM*	-2%	-5%	?	-18%	-61%	-5%	-6%
- CCOc1ccc(NC(=O)CN(C)C(=O)c2cc(C)on2)cc1OCC
  .	-1%	.	8%	3%	2%	-1%	6%	0%	.
- CCc1ccccc1NC1=CC(=O)CC(C)(C)C1
  1%	-10%	-7%	-3%	-9%	0%	-8%	-17%	-7%	-4%
- CCOC(=O)c1c(C)nc2c(c(SC)nn2-c2ccccc2)c1N
  -4%	0%	28%	-16%	-2%	1%	-10%	1%	-6%	-2%
- Cc1cc(C(=O)NC(C)C2CCCO2)cs1 (stereo not given)
  3%	2%	4%	5%	1%	2%	-3%	0%	.	-7%
- O=C(N/N=C/c1ccccc1O)c1ccncc1
  2.8µM*	-32%[inhibitor]	3.2µM*	?	-9%	17%	-36%[inhibitor]	-30%	7.1µM*	.
- Cc1ccc2nc(SCC(=O)Nc3nonc3C)[nH]c2c1
  10%	-1%	-1%	-3%	3%	2%	7%	3%	0%	1%
- COc1ccccc1CNCC(=O)Nc1ccc(N2CCOCC2)cc1
  1%	-4%	-2%[10 µM]	0%	1%	5%	-14%	-1%	17%	.
- Cc1cc(Cl)ccc1NC(=S)NCc1ccccc1Cl
  4µM*	-4%	5µM*	-1%	0%	15%	-2%	-14%	-1%	-5%
- O=C(NCCc1ccccc1)C(NS(=O)(=O)c1cccc2nsnc12)c1ccccc1 (stereo not given)
  -6%	0%	44%	-1%	1%	7%	-5%	-3%	-5%	?
- O=C(Nc1ccncc1)c1ccc2ncsc2c1
  .	25%	.	-18%	?	1%	19%	52%	-5%	.
- O=C(Nc1ccc(N2CCN(C(=O)c3cccs3)CC2)cc1)c1cccc(F)c1
  5%	-3%	?	-6%	-11%	1%	3%	-1%	-9%	-3%
- CN(CC(=O)Nc1ccc(F)c(F)c1F)C(=O)Cc1ccc2c(c1)OCCO2
  0%	6%	-1%	1%	-11%	8%	5%	-20%	1%	-4%
- CC1CN(C2CCCCC2)c2nc3c(c(=O)[nH]c(=O)n3C)n2C1 (stereo not given)
  8%	-4%	-8%	-1%	4%	-1%	-8%	-22%	-9%	7%
- N#CCCNC(=O)CCN1CCCCC1
  13%	-1%	-4%	0%	-2%	0%	-2%	-7%	2%	5%

# Brought forward from above: five entries, then new ones.
# Every second line gives: VP16 counter	NPC1 promoter act	RORgamma inh	FLuc counter	ELG1 genotoxic	p53 reactivation	Rab9 prom act	BRCA1 expr up	uPA surface inh	MBNL1-CUG inh
- O=C(Nc1ccncc1)c1ccc2ncsc2c1
  .	25%	.	-18%	?	1%	19%	52%	-5%	.
- O=C(Nc1ccc(N2CCN(C(=O)c3cccs3)CC2)cc1)c1cccc(F)c1
  5%	-3%	?	-6%	-11%	1%	3%	-1%	-9%	-3%
- CN(CC(=O)Nc1ccc(F)c(F)c1F)C(=O)Cc1ccc2c(c1)OCCO2
  0%	6%	-1%	1%	-11%	8%	5%	-20%	1%	-4%
- CC1CN(C2CCCCC2)c2nc3c(c(=O)[nH]c(=O)n3C)n2C1 (stereo not given)
  8%	-4%	-8%	-1%	4%	-1%	-8%	-22%	-9%	7%
- N#CCCNC(=O)CCN1CCCCC1
  13%	-1%	-4%	0%	-2%	0%	-2%	-7%	2%	5%
- CCOc1ccc(N=CC2=C(O)CC(c3ccco3)CC2=O)cc1 (stereo not given)
  -5%	-2%	?	-2%	0%	10%	-2%	-11%	1%	2%
- CC(C)CC(=O)N=Nc1c(O)[nH]c2ccccc12
  27%	27%	7%	-8%	?	18%	?	?	0%	?
- O=C(Nc1ccccc1O)c1cccc(S(=O)(=O)N2CCOCC2)c1
  0%	-3%	-9%	-14%	-1%	-2%	0%	28%	0%	-1%
- O=C(O)C1CCC(Cn2c(SCc3cc(=O)n4cc(Br)ccc4n3)nc3ccsc3c2=O)CC1 (stereo not given)
  18%	-1%	16%	-11%	13%	3%	-7%	-10%	1%	119%[activator]
- COCCn1c(SCC(=O)Nc2cccnc2Cl)nc2ccccc21
  .	.	.	.	3%	0%	.	3%	-2%	.
- CCOc1cc(CN2CCCCC2)ccc1OC
  -2%	-1%	-4%	2%	5%	1%	0%	-12%	.	-6%
- Nc1ccccc1C(=O)/C=C/c1ccc2c(c1)OCO2
  ?	3.2µM*	?	3.4µM*	?	?	3.2µM*	?	-28%	?
- O=C(COc1ccc(Cl)cc1)Nc1ccccc1C(=O)NCc1ccco1
  ?	-1%	19%	5%[2.3 µM]	8%	-3%	-5%	-2%	0%	-2%
- COc1cc(NC(=O)Cn2ncc(Cl)c(Cl)c2=O)c(C)cc1[N+](=O)[O-]
  7.1µM*	-23%	2µM*	1%	-18%	-9%	-52%[inhibitor]	-89%[inhibitor]	-2%	.
- O=C(CN1C(=O)C2CC=CCC2C1=O)Nc1ccc(S(=O)(=O)Nc2nccs2)cc1 (stereo not given)
  -4%	1%	5%	-2%	-2%	0%	2%	0%	5%	-4%
- CN(C)CCN1C(=O)c2oc3ccccc3c(=O)c2C1c1cccc(Br)c1 (stereo not given)
  -14%	1%	-39%	2%	0%	10%	3%	-35%	.	17%
- COc1ccccc1C(CNC(=O)c1cc(S(=O)(=O)N2CCOCC2)ccc1C)N1CCCC1 (stereo not given)
  .	-5%	.	5%	1%	-1%	-6%	12%	2%	.
- CC(C)NC(=O)CCc1nnc(Cc2cccc(C(F)(F)F)c2)o1
  22%	?	24%	15µM*	?	?	?	-14%	-2%	3%
- Fc1ccc(-n2cc(-c3ccccc3)c3c(NN4CCOCC4)ncnc32)cc1
  10µM*	-5%	13µM*	-1%	-2%	-14%	2%	-32%	-1%	.
- Cc1cc(=O)[nH]c(SCC(=O)NCc2ccco2)n1
  22%	0%	4%	1%	3%	8%	3%	-10%	2%	-4%
- O=C(COc1ccc(Cl)cc1Cl)NN1C(=O)C2C3C=CC([C@@H]2C1=O)C31CC1 (stereo not given in full)
  -3%	-3%	-1%	-1%	-4%	4%	-1%	0%	-1%	-2%
- Cc1ccsc1C(=O)OCC(=O)NCc1ccco1
  21%	-1%	38%	-3%	4%	6%	16%	-11%	1%	-6%
- Cc1ccccc1C(=O)Oc1ccccc1C(=O)N1CCOCC1
  2%	-3%	-4%	0%	-4%	5%	3%	-22%	-1%	7%
- CCOC(=O)c1cccc(NC(=O)CSc2nnc(CNc3ccc(C)cc3)n2CC)c1
  -11%	3%	-3%	3%	-5%	-2%	-8%	?	2%	0%
- O=C(Cn1c(=O)sc2ccccc21)N1CCOCC1
  -2%	-4%	30%[10 µM]	0%	-2%	-1%	-8%	6%	5%	-6%
- CCCN1CCN(CCCNC(=O)CN2C(=O)c3cccnc3Oc3ccc(Cl)cc32)CC1
  1%	9%	-3%	0%	4%	-1%	-5%	6%	-5%	?
- COc1ccccc1CNC(=O)c1cc2ccccc2o1
  0%	-1%	-11%	-17%	0%	0%	2%	-11%	-3%	-1%

# Screening results deposited in PubChem by National Center for Advancing Translational Sciences (NCATS).

# Compounds as they come, and some 13% of all compounds hit somewhere here.
